CHT allo act = allosterically activates the human high affinity choline transporter; Q9GZV3; CHT-expressing cells, membrane potential dye, choline EC20; active compounds read high; LV-AA mutant CHT in HEK293 cells; B-score at 10 µM; hit rate 0.49% among 310,000; AID 488977;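 active = initial fluorescence not abnormally high and integrated response B-score, plate-corrected, over 3 SD above library mean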
Target sequence (Q9GZV3 whole entry, looked up): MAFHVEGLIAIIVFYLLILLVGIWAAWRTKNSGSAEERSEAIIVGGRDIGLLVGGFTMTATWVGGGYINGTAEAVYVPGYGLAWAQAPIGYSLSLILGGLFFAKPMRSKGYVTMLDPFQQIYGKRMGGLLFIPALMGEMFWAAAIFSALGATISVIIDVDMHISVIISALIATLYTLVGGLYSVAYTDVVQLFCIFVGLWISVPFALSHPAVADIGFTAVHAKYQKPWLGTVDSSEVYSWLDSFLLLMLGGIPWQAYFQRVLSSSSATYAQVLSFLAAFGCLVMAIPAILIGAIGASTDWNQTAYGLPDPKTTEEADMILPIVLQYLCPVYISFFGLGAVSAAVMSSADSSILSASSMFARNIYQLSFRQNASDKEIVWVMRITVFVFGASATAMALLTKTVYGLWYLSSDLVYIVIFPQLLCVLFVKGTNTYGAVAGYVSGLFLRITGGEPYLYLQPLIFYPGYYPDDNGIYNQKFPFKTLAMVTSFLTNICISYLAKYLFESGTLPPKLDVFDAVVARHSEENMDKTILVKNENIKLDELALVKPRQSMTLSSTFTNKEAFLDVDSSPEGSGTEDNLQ
OX1R antagonist = antagonists of human orexin 1 receptor. O43613. CHO/OX1R cells, Fluo-8 calcium fluorescence, orexin A. inhibition, % at 5 µM. hit rate 0.43% among 330,000. AID 434989;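 active = inhibition above its plate's threshold, mean inhibition of all tested compounds on the plate plus 3 SD, cut at about 37% in these data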;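 also: 0% = orexin A challenge wells and 100% = SB-334867-A antagonist wells; not every result past the cut was called active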
Target sequence (O43613 whole entry, looked up): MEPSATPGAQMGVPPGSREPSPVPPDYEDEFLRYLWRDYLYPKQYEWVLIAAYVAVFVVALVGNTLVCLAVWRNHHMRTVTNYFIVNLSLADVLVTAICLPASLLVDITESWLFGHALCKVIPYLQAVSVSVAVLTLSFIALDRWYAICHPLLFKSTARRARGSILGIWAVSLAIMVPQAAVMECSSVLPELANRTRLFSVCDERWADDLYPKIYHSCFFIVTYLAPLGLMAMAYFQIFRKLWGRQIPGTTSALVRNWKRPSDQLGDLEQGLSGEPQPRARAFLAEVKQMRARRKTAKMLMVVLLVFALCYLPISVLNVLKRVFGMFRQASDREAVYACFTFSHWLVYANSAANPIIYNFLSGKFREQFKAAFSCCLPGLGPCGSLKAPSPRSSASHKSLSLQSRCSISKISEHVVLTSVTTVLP
Numbers without * were called inactive; i = inactive; · = no result given.

| mol | CHT allo act | OX1R antagonist |
| --- | --- | --- |
| C=CCn1c(SC)nnc1-c1ccc2ncccc2c1 | i | -14 |
| OC(c1cccc(Cl)c1)c1nccc2ccccc12 (configuration not stated) | i | -24 |
| CCCCc1cc(=O)oc2cc(OS(C)(=O)=O)ccc12 | i | -7 |
| Cc1csc2ncnc(NNC(=O)c3ccc(Cl)cc3)c12 | i | 27 |
| CCOC(=O)N1CCC(N2C(=O)c3ccccc3C2Nc2ccc(S(=O)(=O)N3CCCCC3)cc2)CC1 (configuration not stated) | i | -26 |
| FC(F)c1nc2ccccc2[nH]1 | i | -20 |
| CCOC(=O)c1c(S(=O)(=O)Nc2ccc(C)c(F)c2)c(C)n(C)c1C | i | -10 |
| COc1ccccc1/C=C/C(=O)OCCN1C(=O)c2ccccc2C1=O | i | -33 |
| O=C1CN(C(=O)c2ccc(Cl)c([N+](=O)[O-])c2)c2ccccc2N1 | i | · |
| Cc1cc(C)c(NC(=O)CSc2nc3ccc(N4C(=O)c5ccccc5C4=O)cc3s2)c(C)c1 | i | -12 |
| Cc1ccc(S(=O)(=O)N2CCN(C(=O)Cc3ccccc3)CC2)cc1 | i | -13 |
| CCNC(=O)c1cc2c(=O)n3cccc(C)c3nc2n(CCc2ccccc2)c1=N | i | -17 |
| Cc1ccc(NC(=O)CSCC(=O)O)c(C)c1 | i | -14 |
| O=C(c1nn2c(C(F)(F)F)cc(-c3ccco3)nc2c1Br)N1CCCc2ccccc21 | i | -28 |
| COc1cc(C(C[N+](=O)[O-])c2c(N)n(C)c(=O)n(C)c2=O)ccc1O (configuration not stated) | i | -1 |
| N#Cc1ccc(S(=O)(=O)N2CCCN(c3ccc(C(F)(F)F)cn3)CC2)cc1 | i | -14 |
| COc1ccc(Br)cc1CNc1ccc(N2CCOCC2)cc1 | i | -20 |
| Cc1cc(NC(=O)c2ccccc2O)nc(C)n1 | i | -11 |
| CN1CCN(c2ccc(NC(=O)c3ccc4c(c3)[nH]c(=O)n4Cc3ccc(F)cc3)cc2)CC1 | i | -2 |
| O=C(C[C@@H]1C/C=C\C[C@H](Cc2ccc(F)cc2)C(=O)OCCNC1=O)N[C@H](CO)Cc1ccccc1 | · | -18 |
| COc1ccc(-c2oc(=O)c3cc(OC)c(OC)cc3c2C#CCCCO)cc1 | · | -6 |
| CC(C)Cc1ccc(C(C)NC(=O)Cc2ccc(S(=O)(=O)N3CCOCC3)s2)cc1 (configuration not stated) | i | -12 |
| COc1ccc(S(=O)(=O)Cc2ccc(C(=O)N3CCN(Cc4ccccc4)CC3)o2)cc1 | i | -20 |
| CN(C)c1ccc(CNC(=O)C2CCN(S(=O)(=O)c3ccc4c(c3)CCC(=O)N4)CC2)cc1 | i | -20 |
| O=C(O)C/C(=C\c1ccc(Cl)cc1)c1nc2ccccc2o1 | i | -8 |

Complete entries from above. Order of values: CHT allo act	OX1R antagonist
`CCOC(=O)c1c(S(=O)(=O)Nc2ccc(C)c(F)c2)c(C)n(C)c1C` is listed with i	-10
`CCOC(=O)N1CCC(N2C(=O)c3ccccc3C2Nc2ccc(S(=O)(=O)N3CCCCC3)cc2)CC1` (configuration not stated) is listed with i	-26
`OC(c1cccc(Cl)c1)c1nccc2ccccc12` (configuration not stated) is listed with i	-24
`Cc1cc(NC(=O)c2ccccc2O)nc(C)n1` is listed with i	-11
`CCNC(=O)c1cc2c(=O)n3cccc(C)c3nc2n(CCc2ccccc2)c1=N` is listed with i	-17

Continuation.
| mol | CHT allo act | OX1R antagonist |
| --- | --- | --- |
| COCCNc1oc(-c2ccccc2Cl)nc1S(=O)(=O)c1ccc(C)cc1 | · | -27 |
| Cc1ccc(S(=O)(=O)N(C)c2ccc(OCC(=O)NCC3(N(C)C)CCCCC3)cc2)cc1 | i | -44 |
| CCn1c(Cc2c(C)[nH]c3ccccc23)n[nH]c1=S | i | -20 |
| CC(C)c1cc(C(N)=O)c(NC(=O)c2cccc(COc3ccc(Cl)cc3)c2)s1 | i | -17 |
| CC(C)(C)[C@H]1COC(=O)[C@@H](Cc2ccc(F)cc2)C/C=C\C[C@@H](CC(=O)N[C@@H](CO)Cc2ccccc2)C(=O)N1 | · | 43 |
| O=C(/C=C/c1ccc(Cl)cc1Cl)Nc1cccc(S(=O)(=O)NC2=NCCC2)c1 | i | -31 |
| CCn1c(SCC(=O)NC2=NCCS2)nnc1C(C)NC(=O)c1ccccc1F (configuration not stated) | i | -7 |
| Nc1cccc(C(=O)Nc2cccc3ncccc23)c1 | i | -4 |
| CCN(CC)S(=O)(=O)c1ccc(NS(=O)(=O)c2ccc(F)cc2)cc1 | i | 6 |
| CS(=O)(=O)N1CCN(c2ccc([N+](=O)[O-])c(NCCN3CCOCC3)c2)CC1 | i | 12 |
| CCC(C)NS(=O)(=O)c1ccc(S(=O)(=O)N(CCc2ccc(OC)c(OC)c2)Cc2cccs2)cc1 (configuration not stated) | i | 12 |
| CCCCCCCc1n[nH]c(=S)n1Cc1ccccc1 | i | -18 |
| Cc1nnc(NC(=O)CCn2c(=O)oc3ccccc32)s1 | i | -4 |
| Cc1[nH]n(-c2cccc(Cl)c2)c(=O)c1C=NC12CN3CN(CN(C3)C1)C2 | i | -9 |
| O=C(CSc1nnc(Cc2ccccc2)o1)c1cc(F)ccc1F | i | -14 |
| COc1ccc(CCNC(=O)CC2COc3ccccc3O2)cc1OC (configuration not stated) | i | -29 |
| Nc1nc(C(F)(F)F)cc(=O)[nH]1 | i | -8 |
| O=C(CCCc1ccccc1)NCc1ccc(F)cc1 | i | -10 |
| CCn1cc(CN2CCCC(CNS(=O)(=O)Cc3ccccc3)C2)cn1 (configuration not stated) | i | -19 |
| Cc1c(C(=O)NNC(=S)Nc2cccc(Cl)c2)nnn1-c1ccccc1 | i | -12 |
| O=C(NCCN1C(=O)S/C(=C\c2ccc(OC(F)F)cc2)C1=O)C1=COCCO1 | i | -29 |
| COc1ccc(CCNC(=O)CSCc2ccc(F)cc2)cc1OC | i | -20 |
| CC(C)[C@H](NC(=O)C1CCN(S(=O)(=O)c2ccccc2)CC1)C(=O)NCc1ccccc1 | i | -25 |
| CC(C)(C)OC(=O)N[C@@H](COCc1ccccc1)C(=O)N[C@@H](CO)[C@H](O)[C@@H]1C[C@@H]1C(=O)NC1CCCCC1 | i | -37 |
| CCOc1ccc(C(=O)CCC(=O)O)cc1 | i | 7 |
| O=C(O)c1ccc(S(=O)(=O)N2CCCc3ccccc32)cc1 | i | -4 |
| O=C(NCCCN1CCCC1=O)C1CCCO1 (configuration not stated) | i | 6 |
| COc1ccc(C(=O)N/C(=C/c2cccnc2)C(=O)Nc2cccc(C(C)=O)c2)cc1OC | i | -17 |
| O=c1cc2c(nn1Cc1cccc(Cl)c1)-c1ccccc1CC2 | i | -23 |
| COc1ccc(C(=O)NNC(=S)NC(=O)c2cccc([N+](=O)[O-])c2)cc1 | i | -16 |
| COc1ccc2[nH]c3nc(SCc4nnc(-c5ccc(C)cc5)o4)nnc3c2c1 | i | -15 |
| C/C(=N\Nc1nc(C)cc(C)n1)c1ccc(N2CCOCC2)cc1 | i | 1 |
| COCCCn1c(C)nnc1SCC(=O)Nc1ccc(C(C)=O)cc1 | i | -7 |
| CC(C)N1C(=S)SC(C)(C)C1n1oc(=O)n(-c2cccc(Cl)c2)c1=O (configuration not stated) | i | -22 |
| O=C(O)c1oc2ccccc2c1CSc1ccccn1 | i | -10 |
| COc1ccc(C(C(=O)NCC2CCCO2)N(C(=O)CNC(=O)c2cccs2)c2ccc(C(C)=O)cc2)cc1OC (configuration not stated) | i | -7 |
| NC(=O)CN1C(=O)C2C3c4ccccc4C(c4ccccc43)C2C1=O (configuration not stated) | i | -13 |
| COC(=O)c1sc(N2C(=O)C(O)=C(C(=O)c3ccc(C)o3)C2c2cc(OC)ccc2OC)nc1C (configuration not stated) | i | -13 |
| OC(COc1ccc(CN2CCCCO2)cc1)CN1CCCCC1 (configuration not stated) | i | -14 |
| COC(=O)C1=C(C)N(C)C(=S)N(C)C1c1cccc(Br)c1 (configuration not stated) | i | -15 |
| Cc1cc(=O)n2nc(N3CCCC3C(=O)NCCCN3CCCCC3)sc2n1 (configuration not stated) | i | -22 |
| CC(C)(C)Cc1cc(N)on1 | i | 6 |
| Cc1cc(N2CCN(c3ccc(F)cc3)CC2)n2ncnc2n1 | i | 8 |
| COc1ccc(Cl)cc1C(=O)Nc1ccc(N(C)C(C)=O)cc1 | i | -9 |
| CCOC(=O)c1ccc(NC(=O)c2ccco2)cc1 | i | -31 |
| O=C1CC(SC(=Nc2ccccc2)Nc2ccccc2)C(=O)N1c1ccc(Cl)c(Cl)c1 (configuration not stated) | i | -12 |
| O=C(NCCCn1ccnc1)c1ccc(-c2cccc(C(F)(F)F)c2)o1 | · | -36 |
| COc1ccc(S(=O)(=O)N2CCCCC2)cc1 | i | 9 |
| CN1CCN(C(=O)/C(=C/c2cccs2)NC(=O)c2ccco2)CC1 | i | -1 |
| CCn1c(NC(=S)Nc2ccccc2)nc2ccccc21 | i | -13 |

Further structures:
Value order: CHT allo act, OX1R antagonist
- Cc1cccc(C(=O)Nc2sc(-c3ccccc3)cc2C(=O)O)c1
  i, -13
- CCC(C)[C@H](NC(=O)N1CC(=O)Nc2ccccc21)C(=O)N1CCC[C@@H]1C(=O)O (some centres not stated)
  i, -23
- CN(C[C@@H](CC1CCCCC1)N(C[C@H](Cc1ccccc1)N(CCc1ccccc1)N=O)N=O)N=O
  i, -15
- COc1ccc(OC(=O)CCCN2C(=O)c3ccccc3C2=O)cc1
  i, -13
- COc1ccc(NC(=O)c2ccccc2NS(=O)(=O)c2ccc(CNC(C)=O)cc2)c(OC)c1
  i, -20
- O=C1C2Sc3[nH]c(=O)sc3C(c3cc([N+](=O)[O-])ccc3O)C2C(=O)N1c1ccccc1 (configuration not stated)
  i, -14
- O=C(Nc1ccccc1)C1=C(O)CC(c2ccc(Cl)cc2)N2CCN=C12 (configuration not stated)
  i, -13
- Nc1c(C(=O)N2CCCCCC2)oc2ccccc12
  i, -18
- Cc1ccc(S(=O)(=O)N2[C@@H](c3ccc(C(C)(C)C)cc3)C(C(=O)O)=CC[C@H]2c2ccc(Cl)cc2)cc1
  ·, 12
- CSc1nc(Cl)c(Cc2ccc(OC(C)C)cc2)c(N(C)C)n1
  i, -25
- CCOC(=O)C1CCCN(C(=O)Cn2nc(C)n3c(cc4c(OC)cccc43)c2=O)C1 (configuration not stated)
  i, -1
- CCc1nnc(NC(=O)CCC(=O)Nc2ccc(C)cc2)s1
  i, 3
- COc1ccc(CNC(=O)CN(CC2CCCO2)C(=O)CNS(=O)(=O)c2ccccc2)cc1 (configuration not stated)
  i, -11
- COCCCN1C(=O)c2ccc(C(=O)N3CCN(c4ccccc4OC)CC3)cc2C1=O
  i, -18
- COc1ccc(-c2csc(NC(=O)Cc3ccccc3)n2)cc1OC
  i, -31
- Cc1ccc(S(=O)(=O)NCC(=O)N(c2ccccc2)C(C(=O)NCc2ccccc2)c2ccco2)cc1 (configuration not stated)
  i, -21
- COc1ccccc1C(=O)COC(=O)c1cc(=O)[nH]c2ccccc12
  i, -17
- COc1ccc(C(=O)/C=C(\C)Nc2ccc3c(c2)OCO3)cc1
  i, -16
- COC(=O)c1ccc(NC(=O)CN2C(=O)C3C4C=CC(C4)C3C2=O)cc1 (configuration not stated)
  i, -16
- CC(C)NC(=S)NC(=O)/C=C/c1ccc(F)cc1
  i, -17
- O=C(COC(=O)COc1ccccc1)Nc1ccc(Br)cc1Br
  ·, -7
- CC(C)COc1ccc(-c2nn(-c3ccccc3)cc2C(=O)Nc2nccs2)cc1
  i, 26
- Cc1cc(Br)ccc1NC(=O)CCN1C(=O)c2ccncc2C1=O
  i, -24
- O=C(O)CCC(=O)N1CCc2cc(S(=O)(=O)N3CCC(Cc4ccccc4)CC3)ccc21
  i, -1
- Cc1ccc(S(=O)(=O)c2cc3ccccc3oc2=Nc2ccc3c(c2)OCCO3)cc1
  i, -17
- CCCCNC(=O)c1onc(CSc2ccc(F)c(F)c2)c1C(=O)NCCCC
  i, -45
- COc1ccc(-c2cn3ccsc3n2)cc1
  i, -27
- CCN(CC)S(=O)(=O)c1cc(C(=O)Nc2cc(Cl)ccc2N2CCN(C)CC2)ccc1Cl
  i, -2
- CCOc1cc(-c2nc(-c3ccc(C)nc3OCC)no2)cc(OCC)c1OCC
  i, -9
- CC(=O)c1ccc(OC(=O)c2cc3ccccc3oc2=O)cc1
  i, -14
- CC(C)(C)c1ccc(SCC(N)=O)cc1
  i, -23
- COC(=O)c1ccc2nccnc2c1
  i, -14
- COC(=O)CCCC1=CC2=C(c3ccccc3)C(=O)C(C)(OC(=O)C3CCCC3)C(=O)C2=CN1CCc1c[nH]c2ccccc12 (configuration not stated)
  i, -29
- CCOc1cccc(C2C(C(=O)c3ccco3)=C(O)C(=O)N2c2nnc(C)s2)c1 (configuration not stated)
  ·, 15
- COc1ccc(Cn2c(=O)[nH]c3cc(C(=O)NC4CCN(Cc5ccccc5)CC4)ccc32)cc1
  i, -44
- O=C(CC1(O)C(=O)N(CCc2ccccc2)c2ccccc21)c1ccco1 (configuration not stated)
  i, -9
- COc1ccc(Nc2nc(CC(C)=O)ns2)cc1
  i, -19
- CCOC(=O)C(=CNc1ccc(C)cc1C)C(=O)OCC
  i, -30
- CCc1ccc(NC(=O)CNCc2ccc(OC)c(OC)c2)cc1
  i, -38
- CC(C)(C)OC(=O)C[C@@H]1C/C=C\C[C@@H](CC(=O)N(CCO)Cc2ccccc2)C(=O)NCCOC1=O
  ·, -8
- CCOC(=O)C1CCN(S(=O)(=O)c2ccc(-c3nc4ccccc4s3)s2)CC1
  i, -10
- COCCn1c(Cc2ccccc2)nnc1SCC(=O)NC1CC1
  i, 4
- CCOC(=O)c1ccc(CNC(=O)C2CCC(=O)N(Cc3cccc(OC)c3)C2)o1 (configuration not stated)
  i, -14
- N#CCN1CCN(CCC(=O)Nc2ccc(OCc3ccccc3)cc2)CC1
  i, -9
- CC(=O)c1cccc(NC(=O)Nc2ccc3c(c2)CCC3)c1
  i, -2

Screening results as filed in PubChem BioAssay.
